GLS inhibitor: inhibitors of human glutaminase (GLS) | AID 624170 | GLS enzymatic activity, qHTS titration | Potency, µM (top dose mostly 45.5 µM), for the others: at the top dose activity change, negative = inhibition, actives largely listed as inhibitors | O94925 | actives 0.21% (n = 410,000); also: potency is read from the fitted curve at half-maximal effect; % is scaled to controls: 0 for no effect and ±100 for the full control effect
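hKGA; 45 mM KH2PO4 pH 8.2 + 0.02% Tween-20; cpd via pin tool; 1 mM Gln soln; GluOx/HRP/Amplex Red; RT 30 min; fluor. t0 & final.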
HP1b chromo inh: blocks HP1-beta chromodomain binding to methylated histone tails; AID 540317; AlphaScreen HP1-beta / biotin-H3K9me3 peptide binding; Potency, µM (titrated, usually from 114 µM), without a hit: at the highest dose activity change, negative = inhibition, hits mostly inhibitors; P83916; actives 0.56% (n = 390,000); also: potency is read from the fitted curve at half-maximal effect; nearly all actives have a fitted effect of over 70% in size; inactives centre near 23
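Compound inhibition of the preformed complex between 50 nM HP1-beta and 50 nM biotinylated H3K9me3 peptide was read by AlphaScreen. Buffer was PBS pH 7.4 with 0.01% Tween-20. Incubations ran 30 min at room temperature, with 10 ug/mL donor/acceptor beads.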
BAZ2B inh: BAZ2B (human) inhibition. AlphaScreen BAZ2B-H3K14Ac peptide displacement. Potency, µM (titrated, usually from 114 µM), inactives show top-dose activity change, negative = inhibition, hits mostly inhibitors. actives 4.4% (n = 360,000). AID 504333; also: potency is read from the fitted curve at half-maximal effect; % is scaled to controls: 0 for no effect and ±100 for the full control effect; nearly all actives have a fitted effect of over 60% in size
Target sequence (Q9UIF8 whole entry, looked up): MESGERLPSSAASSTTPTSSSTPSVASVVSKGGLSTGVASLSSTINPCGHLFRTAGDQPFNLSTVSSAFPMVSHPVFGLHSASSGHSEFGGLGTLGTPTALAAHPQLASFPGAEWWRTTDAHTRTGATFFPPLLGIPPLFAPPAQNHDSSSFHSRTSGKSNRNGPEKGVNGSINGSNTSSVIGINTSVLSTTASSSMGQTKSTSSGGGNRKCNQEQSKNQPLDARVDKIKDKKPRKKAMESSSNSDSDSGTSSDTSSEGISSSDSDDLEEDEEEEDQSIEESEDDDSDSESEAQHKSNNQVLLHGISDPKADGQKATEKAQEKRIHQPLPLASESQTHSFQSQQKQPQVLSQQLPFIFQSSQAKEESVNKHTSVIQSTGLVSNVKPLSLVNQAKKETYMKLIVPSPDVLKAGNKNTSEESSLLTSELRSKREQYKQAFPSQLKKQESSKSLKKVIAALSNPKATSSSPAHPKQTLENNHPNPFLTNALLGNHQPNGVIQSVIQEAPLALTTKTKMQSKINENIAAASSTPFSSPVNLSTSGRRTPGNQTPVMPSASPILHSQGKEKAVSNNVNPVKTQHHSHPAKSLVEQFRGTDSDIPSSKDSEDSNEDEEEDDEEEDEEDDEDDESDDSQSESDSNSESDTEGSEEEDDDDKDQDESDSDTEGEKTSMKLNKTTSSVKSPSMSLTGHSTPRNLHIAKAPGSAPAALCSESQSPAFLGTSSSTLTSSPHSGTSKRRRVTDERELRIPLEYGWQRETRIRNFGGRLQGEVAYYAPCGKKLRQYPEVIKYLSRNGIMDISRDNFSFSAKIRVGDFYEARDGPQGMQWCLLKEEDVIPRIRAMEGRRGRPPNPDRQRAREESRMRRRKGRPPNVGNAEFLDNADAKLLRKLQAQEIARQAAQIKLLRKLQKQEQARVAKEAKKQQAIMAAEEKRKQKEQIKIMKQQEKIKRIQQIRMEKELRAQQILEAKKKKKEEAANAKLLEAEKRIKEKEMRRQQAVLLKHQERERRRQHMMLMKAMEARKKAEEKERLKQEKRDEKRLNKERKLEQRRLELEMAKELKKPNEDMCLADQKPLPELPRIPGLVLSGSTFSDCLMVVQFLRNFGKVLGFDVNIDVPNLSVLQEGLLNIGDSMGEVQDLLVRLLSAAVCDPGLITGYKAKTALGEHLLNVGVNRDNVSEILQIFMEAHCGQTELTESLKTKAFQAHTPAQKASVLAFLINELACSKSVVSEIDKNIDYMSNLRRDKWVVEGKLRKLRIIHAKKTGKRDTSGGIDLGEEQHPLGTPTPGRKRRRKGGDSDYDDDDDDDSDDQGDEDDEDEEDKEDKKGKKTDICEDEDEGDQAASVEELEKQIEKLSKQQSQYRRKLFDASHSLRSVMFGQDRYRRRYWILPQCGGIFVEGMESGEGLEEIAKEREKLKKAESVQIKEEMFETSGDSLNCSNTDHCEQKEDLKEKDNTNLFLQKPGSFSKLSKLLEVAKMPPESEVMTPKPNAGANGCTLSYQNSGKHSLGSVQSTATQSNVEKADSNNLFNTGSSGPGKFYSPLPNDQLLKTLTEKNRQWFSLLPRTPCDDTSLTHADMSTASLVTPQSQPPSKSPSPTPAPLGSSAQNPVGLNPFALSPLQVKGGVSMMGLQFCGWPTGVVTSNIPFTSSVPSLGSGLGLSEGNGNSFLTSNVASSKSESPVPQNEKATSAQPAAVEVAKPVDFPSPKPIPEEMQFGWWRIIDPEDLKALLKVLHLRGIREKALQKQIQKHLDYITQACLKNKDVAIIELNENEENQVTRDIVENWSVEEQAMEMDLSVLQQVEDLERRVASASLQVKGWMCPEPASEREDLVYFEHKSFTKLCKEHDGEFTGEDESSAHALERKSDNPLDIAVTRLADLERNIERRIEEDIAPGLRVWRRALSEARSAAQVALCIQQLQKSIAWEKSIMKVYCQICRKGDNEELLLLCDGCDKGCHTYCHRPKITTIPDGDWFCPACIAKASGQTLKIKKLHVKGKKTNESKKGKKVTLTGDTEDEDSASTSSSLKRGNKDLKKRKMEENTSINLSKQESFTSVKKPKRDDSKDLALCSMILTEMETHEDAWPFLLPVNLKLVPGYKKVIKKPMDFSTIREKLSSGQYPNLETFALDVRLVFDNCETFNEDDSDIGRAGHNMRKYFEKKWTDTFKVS
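In this displacement format the biotinylated H3(5-23) peptide acetylated at Lys14 serves as ligand at 50 nM, with BAZ2B at 50 nM in PBS pH 7.4 containing 0.01% Tween-20. Donor and acceptor beads are 10 ug/mL final.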
RGS4 inhibitor: inhibitors of human regulator of G protein signaling 4; P49798; Transcreener GDP fluorescence polarization, RGS4-accelerated GTP hydrolysis; Potency, µM (doses to about 114 µM), without a hit: at the highest dose activity change, negative = inhibition, usual class: inhibitors; actives 0.039% (n = 390,000); also: potency is read from the fitted curve at half-maximal effect; % is scaled to controls: 0 for no effect and ±100 for the full control effect; nearly all actives have a fitted effect of over 75% in size; some results filed as inactive show a strong effect at the top dose
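MLSMR compounds (23 nl, pin-transferred) preincubated 10 min at room temperature with a 500nM (2x) first reagent, then RGS4 at 900nM (2x) plus Transcreener GDP mix added; fluorescence polarization (620/688 nm) read before and after 90 min at 30 °C.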
G9a inh: blocks human histone lysine methyltransferase G9a | G9a H3K9 monomethylation, AlphaScreen, 2 h | AID 504332 | actives 8.8% (n = 350,000) | Potency, µM (titrated, usually from 102 µM), without a hit: at the top dose activity, negative = inhibition, hits mostly inhibitors | Q96KQ7; also: potency is read from the fitted curve at half-maximal effect; % is scaled to controls: 0 for no effect and ±100 for the full control effect; nearly all actives have a fitted effect of over 75% in size
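Enzyme 20 nM + cpd, 15 min RT; add b-H3K9 pep 500 nM / SAM 20 uM; 2 h RT; anti-H3K9me1 Ab 0.5 ug/mL + SA donor / anti-rabbit acceptor beads 20 ug/mL each, 10 min; AlphaScreen read.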
12-LOX inh: blocks human arachidonate 12S-lipoxygenase. P18054. purified 12hLO, xylenol orange hydroperoxide absorbance. Potency, µM (doses to about 108 µM), without a hit: at the top dose activity change, negative = inhibition, hits mostly inhibitors. actives 1.1% (n = 580,000). AID 1671190; also: potency is read from the fitted curve at half-maximal effect; % is scaled to controls: 0 for no effect and ±100 for the full control effect
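Purified human 12hLO at 150 nM in 25 mM Hepes, 0.01% Triton X-100, pH 7.0, preincubated 15 min at room temperature with compound. Reaction started with 40 uM arachidonic acid, 30 min at room temperature. Hydroperoxide measured by Fe-xylenol orange, 573/405 nm absorbance ratio.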
PI4K2A block: PI4K2A (human) kinase inhibition. Q9BTU6. purified PI4K2A, ADP-Glo luminescence, 1 h; hits give low values. activity change, negative = inhibition, % at 76.9 µM. actives 0.13% (n = 420,000). AID 1346378; in the data active = activity change below about -50%; inconclusive = mostly about -30% to -49%;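 also: -100% = wells without enzyme as full effect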
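PI4K2A activity was measured by ADP-Glo luminescence: enzyme (4 ug/mL stock) and phosphatidylinositol (1.2 mM stock) in Tris pH 7.5/MgCl2/EGTA/Triton X-100 buffer were reacted with ATP (300 microM stock) for one hour at ambient temperature.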
JMJD2A Tudor: inhibitors of human JMJD2A Tudor domain; O75164; AlphaScreen JMJD2A-Tudor / H3K4me3 peptide binding; Potency, µM (titrated, usually from 114 µM), for inactives: at the highest dose activity change, negative = inhibition, hits mostly inhibitors; actives 4.4% (n = 390,000); also: potency is read from the fitted curve at half-maximal effect; % is scaled to controls: 0 for no effect and ±100 for the full control effect; nearly all actives have a fitted effect of over 50% in size
ERG Ets-DNA blk: inhibitors of human ERG Ets domain-DNA interaction. fluorescence polarization, His-ERG Ets domain / labelled DNA. Potency, µM (titrated, usually from 76.9 µM), for inactives: at the highest dose FP activity, negative = inhibition, hits mostly inhibitors. P11308. actives 0.028% (n = 370,000); active = well fitted inhibition curve with a large enough effect in the polarisation, with a control signal flat; inconclusive = small, poorly fitted or top-dose-only effect, or effect the other way, or a change in a side signal; inactive = no such curve, though single readings can be large or run the other way; the % refers to the polarisation;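 also: polarization taken with two DNA probes labelled with fluorescein and Texas red; potency is read from the fitted curve at half-maximal effect; % of control where 0% means no effect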
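His-tagged ERG Ets domain (1 uM in the protein solution; 300mM KCl, 50mM Tris-HCl, 1mM EDTA, 1mM DTT, pH 7.5) received compound, then a probe mix of 5 nM fluorescein-DNA and 100nM Texas-615-DNA. Fluorescence polarization was read for both dyes.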
* marks the source's active call; other numbers are inactive results; i = inactive; ? = inconclusive; . = no result given; & = joins results of further samples; [ ] = dose if it differs, or a comment. Unless noted, calls follow the shape of the dose curve; as a rule, active = well fitted curve in the direction sought with a large enough effect; inconclusive = small, poorly fitted or top-dose-only effect, or another doubt; inactive = no such curve, though single readings can be large; an effect the other way counts as inactive or inconclusive.

Preview (11 entries):
Every second line gives: GLS inhibitor	HP1b chromo inh	BAZ2B inh	RGS4 inhibitor	G9a inh	12-LOX inh	PI4K2A block	JMJD2A Tudor	ERG Ets-DNA blk
1	CCOC(=O)CC(=O)CSc1nc2ccccc2c(=O)n1-c1ccc(C(=O)NCCOC)cc1
→ 7%&4%	33%&31%	-2%&2%	-17%&3%	-1%[59 µM]	-17%&-2%	4&-4	-21%&-14%	-9%&5%
2	COc1ccc(-c2[nH]ncc2CN(C)C(C)c2ccon2)cc1F (stereo not drawn)
→ 9%	35%[57 µM]	-12%	-7%	2%	4%	1	-6%	1%
3	CC(=O)c1ccc(OCC(=O)c2ccc(-c3ccccc3)cc2)cc1
→ 4%	15%	9%	-16%	20%[59 µM]	9%	12	-12%	0%
4	COC(=O)c1c(NC(=O)COC(=O)C2CCC2)sc(C)c1C
→ 1%	65%[activator]	40%[activator]	5%	67%[activator]	-7%	2	33%	-6%
5	C=CCN1[C@@H](Cc2ccccc2)COCCS1(=O)=O
→ -11%	21%	.	-12%	.	-3%	4	-4%	14%
6	OCCC1CN(C2CCN(c3ccccc3)CC2)CCN1Cc1ccc(F)c(F)c1 (stereo not drawn)
→ 11%	18%	-18%	-8%	?	2%	14	1%	5%
7	CCn1c(=O)c2ccccc2n2c(SCC(=O)NCc3cccs3)nnc12
→ -2%	36%	10%	-1%	4%[12.7 µM]	-4%	2	-6%	-3%
8	N#Cc1ccc(Cn2c(=O)c(C#N)c3n(c2=O)CCC3)cc1
→ -14%	36%[activator]	.	-14%	24%[59 µM]	18%	-1	-4%	-11%
9	COc1ccc(OC)c(NC(=O)C(=O)NNC(=O)C23CC4CC(CC(C4)C2)C3)c1
→ -1%	33%	-21%	-9%	-1%	i	1	7%	-7%
10	CC1CCCC(NC(=O)NC(=O)COC(=O)c2ccc(O)cc2O)C1C (stereo not drawn)
→ -5%	9%	-8%	3%	0%[2.33 µM]	?	-4	?	7%
11	O=C(O)C1CCCN(S(=O)(=O)c2ccccc2)C1 (stereo not drawn)
→ 0%	46%[activator]	20%	21%	.	-5%	0	-2%	0%

This part in full, previewed entries included:
Every second line gives: GLS inhibitor	HP1b chromo inh	BAZ2B inh	RGS4 inhibitor	G9a inh	12-LOX inh	PI4K2A block	JMJD2A Tudor	ERG Ets-DNA blk
1	CCOC(=O)CC(=O)CSc1nc2ccccc2c(=O)n1-c1ccc(C(=O)NCCOC)cc1
→ 7%&4%	33%&31%	-2%&2%	-17%&3%	-1%[59 µM]	-17%&-2%	4&-4	-21%&-14%	-9%&5%
2	COc1ccc(-c2[nH]ncc2CN(C)C(C)c2ccon2)cc1F (stereo not drawn)
→ 9%	35%[57 µM]	-12%	-7%	2%	4%	1	-6%	1%
3	CC(=O)c1ccc(OCC(=O)c2ccc(-c3ccccc3)cc2)cc1
→ 4%	15%	9%	-16%	20%[59 µM]	9%	12	-12%	0%
4	COC(=O)c1c(NC(=O)COC(=O)C2CCC2)sc(C)c1C
→ 1%	65%[activator]	40%[activator]	5%	67%[activator]	-7%	2	33%	-6%
5	C=CCN1[C@@H](Cc2ccccc2)COCCS1(=O)=O
→ -11%	21%	.	-12%	.	-3%	4	-4%	14%
6	OCCC1CN(C2CCN(c3ccccc3)CC2)CCN1Cc1ccc(F)c(F)c1 (stereo not drawn)
→ 11%	18%	-18%	-8%	?	2%	14	1%	5%
7	CCn1c(=O)c2ccccc2n2c(SCC(=O)NCc3cccs3)nnc12
→ -2%	36%	10%	-1%	4%[12.7 µM]	-4%	2	-6%	-3%
8	N#Cc1ccc(Cn2c(=O)c(C#N)c3n(c2=O)CCC3)cc1
→ -14%	36%[activator]	.	-14%	24%[59 µM]	18%	-1	-4%	-11%
9	COc1ccc(OC)c(NC(=O)C(=O)NNC(=O)C23CC4CC(CC(C4)C2)C3)c1
→ -1%	33%	-21%	-9%	-1%	i	1	7%	-7%
10	CC1CCCC(NC(=O)NC(=O)COC(=O)c2ccc(O)cc2O)C1C (stereo not drawn)
→ -5%	9%	-8%	3%	0%[2.33 µM]	?	-4	?	7%
11	O=C(O)C1CCCN(S(=O)(=O)c2ccccc2)C1 (stereo not drawn)
→ 0%	46%[activator]	20%	21%	.	-5%	0	-2%	0%
12	CSc1nc(Cc2ccccc2)nc2ccccc12
→ -1%	86%[activator]	107%[activator]	3%[11.4 µM]	343%[activator]	-1%	-2	140%[activator]	-11%
13	c1ccc(CCNCc2cccs2)nc1
→ 1%	16%	.	15%	.	0%	-1	?	-2%
14	COc1ccc(C(=O)NCC(=O)N2CCC3(CC2)NCCc2[nH]cnc23)cc1
→ 4%	18%	-8%	-9%	-9%	11%	-7	-19%	11%
15	C[C@H](CO)N1C[C@H](C)[C@@H](CN(C)S(=O)(=O)c2cccs2)Oc2ccc(NC(=O)Cc3ccccc3)cc2C1=O
→ 2%	31%	.	-11%	.	?	-6	-16%	6%
16	CC(C)c1cccc(-c2ccc3c(c2)S(=O)(=O)c2cccc(C(=O)NC4CCCC4)c2C3=O)c1
→ -3%	23%	.	4%	.	?	0	-12%	-4%
17	Cc1cc(C(=O)NCCCn2ccnc2)sc1-c1ccccc1
→ 5%	-4%	50µM*	-7%	?	-5%	4	?	6%
18	O=C(OCCN1CCN(c2ncc(C(F)(F)F)cc2Cl)CC1)c1ccc(Cl)cc1
→ 0%	112%	16%	-7%	8%[59 µM]	4%	-1	23%	16%
19	CCOC(=O)CC(/C(C)=N\O)c1ccccc1 (stereo not drawn)
→ 10%	38%	-5%	20%	8%	-1%	1	1%	-1%
20	CCOc1ccc(CCNC(=O)COC(=O)c2nccnc2N)cc1OCC
→ 0%	20%	8%	-10%	?	-1%	1	-4%	5%

Reformatted tab-delimited: 2 of the compounds above
#	SMILES	GLS inhibitor	HP1b chromo inh	BAZ2B inh	RGS4 inhibitor	G9a inh	12-LOX inh	PI4K2A block	JMJD2A Tudor	ERG Ets-DNA blk
12	CSc1nc(Cc2ccccc2)nc2ccccc12	-1%	86%[activator]	107%[activator]	3%[11.4 µM]	343%[activator]	-1%	-2	140%[activator]	-11%
19	CCOC(=O)CC(/C(C)=N\O)c1ccccc1 (stereo not drawn)	10%	38%	-5%	20%	8%	-1%	1	1%	-1%

Copied from the list:
no. 1 in GLS inhibitor shows 7%&4%
no. 4 in 12-LOX inh shows -7%

These rows are one share of the data (hit frequency here may not be typical).
